NPC1 prom act = qHTS Assay for NPC1 Promoter Activators | Huh7 NPC1 promoter luciferase reporter, 24 h | hit rate 2.4% among 320,000 | Potency, µM (highest dose often 9.22 µM), without a hit: at the top dose activation, hits mostly activators | AID 485313, 2010;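 also: potency is read from the fitted curve at half-maximal effect; % of control where 0% means no effect; nearly all actives have a fitted effect of over 60% in size; reporter is driven by a mutant NPC1 promoter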
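Huh7 cells stably carrying NPC1 promoter–luciferase, plated in Opti-MEM with 10% FBS for 2 h, were exposed to compound in DMSO for 24 h at 37 °C; luciferase reagent was added for 10 min and luminescence read.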
MBNL1 CUG block = qHTS Assay for Inhibitors of MBNL1-poly(CUG) RNA binding. Muscleblind-like protein 1 (Homo sapiens), Q9NR56. TR-FRET MBNL1-His/biotin-(CUG)12 binding, 665/545 ratio. Potency, µM (titrated, usually from 57.5 µM), for inactives: at the top dose activity change, negative = inhibition, actives largely listed as inhibitors. hit rate 0.036% among 280,000. AID 2675, 2010; active = well fitted inhibition curve with a large enough effect in the signal ratio, with a control signal flat, not every such curve was filed as active; inconclusive = small, poorly fitted or top-dose-only effect, or effect the other way, or a change in a side signal; inactive = no such curve, though single readings can be large or run the other way; the % refers to the signal ratio; also: potency is read from the fitted curve at half-maximal effect; % is scaled to controls: 0 for no effect and ±100 for the full control effect
Target sequence (Q9NR56 whole entry, looked up): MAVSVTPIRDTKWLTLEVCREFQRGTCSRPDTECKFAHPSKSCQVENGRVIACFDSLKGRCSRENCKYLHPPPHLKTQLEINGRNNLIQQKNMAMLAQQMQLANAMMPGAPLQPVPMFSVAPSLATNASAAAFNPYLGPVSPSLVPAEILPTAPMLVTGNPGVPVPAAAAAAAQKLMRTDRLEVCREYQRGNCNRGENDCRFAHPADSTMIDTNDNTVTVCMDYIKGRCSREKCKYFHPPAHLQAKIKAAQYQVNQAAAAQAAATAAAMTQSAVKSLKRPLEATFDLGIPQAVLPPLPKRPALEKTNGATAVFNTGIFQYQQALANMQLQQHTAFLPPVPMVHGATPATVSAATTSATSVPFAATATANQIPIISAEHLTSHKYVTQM
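Ratiometric TR-FRET (665 over 545 nm, excitation 340 nm) tracks disruption of MBNL1-His/biotin-(CUG)12 complex after 60 min at room temperature, with compounds at 92 nM to 58 uM final.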
RORg inh = qHTS for inhibitors of ROR gamma transcriptional activity; Nuclear receptor ROR-gamma (Mus musculus), P51450; Drosophila S2 Gal4-RORgamma UAS-luciferase reporter, 20 h; Potency, µM (top dose mostly 53.6 µM), without a hit: at the highest dose activity change, negative = inhibition, most hits filed as inhibitors; hit rate 5.4% among 310,000; also: potency is read from the fitted curve at half-maximal effect; % is scaled to controls: 0 for no effect and ±100 for the full control effect; nearly all actives have a fitted effect of over 60% in size
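Drosophila Schneider cells stably carrying a metallothionein-driven Gal4 DBD–ROR gamma fusion and a UAS-Photinus luciferase reporter were exposed to compound for 1 hr, then induced with copper sulfate (700 uM final) for 20 hr at ambient temperature before luminescence reading.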
Mito fusion yeast = qHTS Assay for Small Molecule Inhibitors of Mitochondrial Division or Activators of Mitochondrial Fusion. S. cerevisiae fusion-defective mutant growth rescue, CellTiterGlo 48 h. Potency, µM (highest dose often 46.1 µM), inactives show at the top dose growth rescue (activation), actives largely listed as activators. hit rate 0.23% among 320,000. AID 485298, 2010;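 also: potency is read from the fitted curve at half-maximal effect; % of control where 0% means no effect; nearly all actives have a fitted effect of over 45% in size; temperature-sensitive fusion mutants such as fzo1-1 at 37 °C on non-fermentable ethanol glycerol medium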
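Temperature-sensitive fusion-defective S. cerevisiae (e.g. fzo1-1, mgm1-5) were grown with compound in YPEG medium (3% ethanol, 3% glycerol) for 48 hours at 37C. Growth rescue was measured as viability by CellTiterGlo luminescence after 10 minutes at ambient.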
Gal4-VP16 FLuc = VP16 counterscreen qHTS for inhibitors of ROR gamma transcriptional activity. Drosophila S2 Gal4-VP16 UAS-luciferase, luminescence, 20 h. Potency, µM (titrated, usually from 53.6 µM), for the others: at the top dose activity, negative = inhibition, actives largely listed as inhibitors. hit rate 3.5% among 310,000;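 also: Gal4-VP16 expression switched on by copper sulfate through the metallothionein promoter; potency is read from the fitted curve at half-maximal effect; % is scaled to controls: 0 for no effect and ±100 for the full control effect; nearly all actives have a fitted effect of over 50% in size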
PKM2 act = qHTS Assay for Activators of Human Muscle isoform 2 Pyruvate Kinase | Pyruvate kinase PKM (Homo sapiens), P14618 | purified PKM2, Kinase-Glo ATP luminescence, activation; response scale: 0% is enzyme alone, no compound | hit rate 0.34% among 260,000 | Potency, µM (top dose mostly 57.5 µM), for inactives: at the top dose activation, usual class: activators; also: potency is read from the fitted curve at half-maximal effect; % is scaled to controls: 0 for no effect and ±100 for the full control effect; nearly all actives have a fitted effect of over 55% in size
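Kinase-Glo luminescence reports ATP generated from ADP (0.1 mM) and PEP (0.5 mM) by purified hPK-M2 after 1 h at room temperature, pH 7.2 imidazole buffer; intermediate enzyme activity allows detecting inhibitors and activators.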
FLuc counter = qHTS profiling assay for firefly luciferase inhibitor/activator using purifed enzyme and Km concentrations of substrates (counterscreen for miR-21 project). Luciferin 4-monooxygenase (Photinus pyralis), P08659. purified FLuc, Km substrates, luminescence inhibition. Potency, µM (doses to about 57.5 µM), inactives show at the highest dose activity change, negative = inhibition, hits mostly inhibitors. hit rate 6.9% among 360,000. AID 588342, 2011;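 also: potency is read from the fitted curve at half-maximal effect; plate controls were vehicle for no effect and reference inhibitor for full effect; nearly all actives have a fitted effect of over 55% in size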
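Purified P. pyralis luciferase, 10 nM final, with Km-level 10 uM D-luciferin and 10 uM ATP in 50 mM Tris acetate pH 7.5, 10 mM Mg acetate, 0.01% Tween-20, 0.05% BSA; 6-point qHTS titration about 60 µM downward; luminescence read.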
KCNH2 3.1 block = qHTS for Inhibitors of KCHN2 3.1: Mutant qHTS; Potassium voltage-gated channel subfamily H member 2, brain isoform KCNH2 3.1 (human); U2OS KCNH2 3.1, thallium flux FluxOr; stronger effect = lower value; activity change, % (tested at about 1.8 µM); hit rate 0.95% among 340,000; AID 720553, 2013;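 active = maximum activity change below -70%; inconclusive = maximum activity change from -70% to -50%; inactive = maximum activity change above -50%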;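 also: thallium influx rate constant from kinetic fluorescence after stimulation buffer; % is scaled to controls: 0 for no effect and ±100 for the full control effect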
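We transduce U2OS cells with the mutant 3.1 virus, culture them overnight, load FluxOr with Red40 quencher for 45 min, then add stimulation buffer and read kinetically for 2 min to derive a normalized rate constant.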
Rab9 prom act = qHTS Assay for Rab9 Promoter Activators | hit rate 2.8% among 320,000 | Huh7 Rab9 promoter-luciferase reporter, luminescence, 24 h | Potency, µM (highest dose often 9.22 µM), for the others: at the top dose activation, negative = inhibition, hits mostly activators; also: potency is read from the fitted curve at half-maximal effect; % of control where 0% means no effect; nearly all actives have a fitted effect of over 60% in size
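Promoter activation is measured as luciferase luminescence in Huh7 cells stably transfected with a Rab9 promoter–luciferase construct, following 24 h compound exposure at 37 °C and 10 min reagent incubation at ambient temperature.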
Menin-MLL TR inh = qHTS Assay for Inhibitors Targeting the Menin-MLL Interaction in MLL Related Leukemias: Competition With Texas Red Labeled MLL-derived Mutant Peptide; AID 1768, 2009; O00255; Potency, µM (series often up to 61.6 µM), for inactives: at the top dose FP activity change, negative = inhibition, hits mostly inhibitors; Menin + Texas Red MLL mutant peptide, fluorescence polarization; hit rate 0.23% among 270,000; active = well fitted inhibition curve with a large enough effect in the polarisation, with a control signal flat, not every such curve was filed as active; inconclusive = small, poorly fitted or top-dose-only effect, or effect the other way, or a change in a side signal; inactive = no such curve, though single readings can be large or run the other way; the % refers to the polarisation; also: potency is read from the fitted curve at half-maximal effect; % of control where 0% means no effect; many of its hits are not listed in these tables
Target sequence (O00255 whole entry, looked up): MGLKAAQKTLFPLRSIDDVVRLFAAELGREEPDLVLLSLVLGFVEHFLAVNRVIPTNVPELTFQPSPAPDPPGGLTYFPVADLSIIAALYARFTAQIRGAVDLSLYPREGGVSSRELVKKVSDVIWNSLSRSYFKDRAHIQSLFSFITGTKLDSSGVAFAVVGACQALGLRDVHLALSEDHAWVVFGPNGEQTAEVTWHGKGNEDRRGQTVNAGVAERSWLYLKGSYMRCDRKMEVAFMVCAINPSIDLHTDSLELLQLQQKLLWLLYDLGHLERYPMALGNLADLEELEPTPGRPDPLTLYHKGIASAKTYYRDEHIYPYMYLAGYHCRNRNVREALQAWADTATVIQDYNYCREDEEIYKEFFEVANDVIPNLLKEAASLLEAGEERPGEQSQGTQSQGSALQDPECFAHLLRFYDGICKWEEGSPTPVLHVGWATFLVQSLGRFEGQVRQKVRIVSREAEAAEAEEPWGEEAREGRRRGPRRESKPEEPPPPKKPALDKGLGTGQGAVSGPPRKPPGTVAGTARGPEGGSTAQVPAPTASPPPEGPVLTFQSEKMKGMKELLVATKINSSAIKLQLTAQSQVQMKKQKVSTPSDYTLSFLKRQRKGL
ELG1 DNA repair = qHTS screen for small molecules that inhibit ELG1-dependent DNA repair in human embryonic kidney (HEK293T) cells expressing luciferase-tagged ELG1; Potency, µM (doses to about 46.1 µM), for the others: at the top dose activity change, negative = inhibition, actives largely listed as inhibitors; hit rate 2.3% among 330,000; AID 504467, 2011; HEK293T ELG1-luciferase reporter, luminescence, 16 h; DNA damage induced by 5-fluorouridine; also: potency is read from the fitted curve at half-maximal effect; % is scaled to controls: 0 for no effect and ±100 for the full control effect; nearly all actives have a fitted effect of over 55% in size
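Quantitative HTS, concentration-response format. 2,000 cells/well co-treated with 5-fluorouridine and compound, 16 hr in 5% CO2 at 37 °C; ONE-Glo luminescence read after 30 min.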
An asterisk follows results filed as active; ? = inconclusive; / = not tested or not shown; [ ] = another dose, or the depositor's remark. Unless noted, calls follow the shape of the dose curve; as a rule, active = well fitted curve in the direction sought with a large enough effect; inconclusive = small, poorly fitted or top-dose-only effect, or another doubt; inactive = no such curve, though single readings can be large; an effect the other way counts as inactive or inconclusive. Only part of the results is shown. The share of hits here may be higher or lower than overall.

SMILES | NPC1 prom act | MBNL1 CUG block | RORg inh | Mito fusion yeast | Gal4-VP16 FLuc | PKM2 act | FLuc counter | KCNH2 3.1 block | Rab9 prom act | Menin-MLL TR inh | ELG1 DNA repair
O=C(O)C(=O)/C(=C\c1ccc([N+](=O)[O-])cc1)c1ccc2ccccc2n1 | 9.1% | / | 14.8% | 3.5% | -8.2% | 22.8% | ? | -9.3 | ? | ? | ?
CCOC(=O)Cc1csc(NC(=O)c2ccoc2C)n1 | 17.5% | -6.5% | 42.8% | -4.1% | 5.5% | -40.8% | ? | -2.3 | 27.8% | 11.5% | ?
Cc1c(C(=O)Nc2ccncc2)sc2nc(-c3ccccc3)cn12 | 0.2% | ? | -14.4% | -0.8% | ? | -1.5% | -7.8% | 16.7 | -6.5% | -0.7% | 13µM*
COc1ccc(C2NC(=O)CCC2[N+](=O)[O-])c(OC)c1OC (centres undefined) | -1.6% | -2.9% | -4.7% | 1.5% | -0.5% | 0.0% | 0.6% | -1.8 | -1.4% | -10.8% | 0.1%
CCOC(=O)C1=C(C)OC(N)=C(C#N)C1c1cc2c(cc1Br)OCO2 (centres undefined) | 4.9% | -4.9% | 3.5% | -4.6% | 16.9% | 11.9% | -6.2% | -18.0 | 12.6% | 9.8% | ?
Cc1ccc2nc(-c3ccc(-c4cccc(Cl)c4)cc3)c(NCc3ccccc3)n2c1 | 2.1% | / | / | 3.5% | / | / | ? | -78.3* | -0.9% | / | 4.1%
CCOc1ccccc1N1CC(C(=O)N2CCc3ccccc32)CC1=O (centres undefined) | -2.6% | -8.4% | 6.0% | -1.1% | -1.0% | 0.4% | 1.2% | 0.5 | -2.8% | -14.9% | 20.3%
Cc1ccc(N(CC(=O)NC2CCCCC2C)S(=O)(=O)c2c(C)nn(C)c2C)cc1 (centres undefined) | -0.4% | -3.9% | 1.6% | 0.2% | -4.4% | / | 1.1% | 3.3 | -2.4% | -14.9% | 4.1%
Cc1cccn2c(=O)nc(SCC(=O)N3CC(C)OC(C)C3)nc12 (centres undefined) | 1.4% | / | / | -0.6% | / | / | -0.3% | -3.7 | -1.5% | / | 0.0%
Cc1cc(NC(=O)c2noc3c2CCCC3)nn1Cc1ccc(Cl)cc1 | -5.8% | -5.4% | ? | -1.4% | -28.9% | -0.7% | 3.8% | -11.6 | 4.6% | -26.5% | -25.2%
Cc1ccc(OCC(=O)Nc2ccc(C)c(S(=O)(=O)N3CCCCCC3)c2)c([N+](=O)[O-])n1 | -7.5% | ? | 9.4% | 2.2% | 0.6% | 29.1% | -11.6% | -9.7 | -4.8% | 15.4% | 16.4µM*
CSc1nnc(C)c(=O)n1COC(=O)COc1ccccc1C | -4.4% | -0.5% | -8.0% | -20.4% | 0.5% | -2.3% | 5.6% | -2.8 | -2.4% | 3.1% | 6.8%
NC1=NC2(CCCCC2)N=C(Nc2ccc(F)cc2F)N1 | 1.2% | -8.2% | 17.5% | -2.1% | -3.0% | 0.1% | 7.0% | -13.3 | -2.7% | 4.6% | -6.4%
CC(C)n1cnc2c(Nc3cccc(F)c3)nc(NCCO)nc21 | ? | -11.1% | -28.4% | 0.6% | -15.9% | -0.7% | ? | 7.1 | 24.0% | / | ?
C[C@H]1CN(Cc2ccccc2)C(=O)[C@@H]1CC(=O)NCc1ccccc1 | 2.5% | -0.4% | -1.0% | 3.0% | -10.7% | 4.5% | 6.6% | 1.8 | -4.4% | -1.8% | -1.5%
CCCCn1c(C2CCCCC2)nc2cc3[nH]c(=O)c(C(C)C)nc3cc21 | -4.4% | 9.3% | 0.6% | 9.5% | 1.3% | -2.9% | 1.5% | 14.7 | -4.2% | -18.2% | -14.9%
CCOC(=O)C(C(=O)OCC)C1CS(=O)(=O)CC1C(C(=O)OCC)C(=O)OCC (centres undefined) | -6.0% | ? | 6.0% | -3.0% | 1.4% | -0.2% | 4.2% | -5.4 | -0.3% | 0.5% | 18.2%
CCN1C(=O)[C@H]2[C@@H](c3ccc(-c4ccc(F)cc4)c(OC)c3)N[C@@](CC(C)C)(C(=O)OC)[C@H]2C1=O | -6.0% | / | / | 28.7% | / | / | -1.1% | / | 3.9% | / | -9.1%
Cc1nc([N+](=O)[O-])c(Br)n1CC(=O)c1ccc(F)cc1 | -12.9% | 26.4% | 7.94µM* | -3.8% | -14.0%[10 µM] | 0.4% | 0.6% | -0.2 | -11.4% | 6.5% | 1.7%
NS(=O)(=O)c1ccc(CCNC(=O)c2cc([N+](=O)[O-])ccc2N2CCOCC2)cc1 | 0.0% | / | / | 1.7% | / | / | 0.0% | 0.6 | -2.2% | / | 4.3%
CCOC(=O)N1CCC(NC(=O)C2CCN(C(=O)N3CCOc4ccccc43)CC2)CC1 | 3.9% | -11.5% | 2.0% | 15.8% | -6.2% | 12.7% | -0.8% | 7.0 | -1.0% | / | -24.3%
O=C(O)c1ccccc1C(=O)c1cccc2ccccc12 | -2.6% | 10.1% | -16.6% | 5.0% | 3.4% | / | 0.9% | -2.1 | -3.3% | 23.1% | 9.4%
Cc1ccccc1NS(=O)(=O)c1ccc(C(=O)N2CCN(c3ccccc3O)CC2)cc1 | 0.7% | -1.5% | 66.2% | 4.6% | -9.8% | 8.5% | 4.4% | 6.6 | 4.5% | -8.4% | ?
Clc1ccc2[nH]c3c(NCCN4CCOCC4)ncnc3c2c1 | 0.6% | 0.5% | 26.0%[0.365 µM] | -2.4% | / | -1.6% | -15.6% | -4.6 | -4.4% | -1.9% | 2.5%
Fc1ccc(-c2nc(-c3cccs3)no2)cc1 | 2µM* | -4.0% | -27.2% | -3.3% | -8.3% | -3.1% | 1.35µM* | -0.5 | 1.78µM* | / | ?
CCCCCCC1CCC(C(=O)N2CCOCC2)CC1 (centres undefined) | -3.1% | 0.4% | 40.8% | 6.5% | -13.4% | -2.5% | -18.1% | -3.8 | -1.0% | ? | -4.2%
Cc1noc(C)c1COc1ccc(C(=O)OCC(=O)c2ccc3c(c2)OCCO3)cc1 | -1.8% | -6.8% | -7.2% | 1.3% | 8.6% | -0.4% | -15.3% | -5.8 | 2.4% | -18.5% | -10.1%
C1CN(CC23CC4CC(CC(C4)C2)C3)CCO1 | -0.1% | -7.5% | -11.0% | 1.1% | 11.7% | 9.7% | 3.7% | 0.5 | -0.8% | 12.0% | 0.1%
CCCSc1ncccc1C(=O)O | -3.4% | -26.1% | 0.6% | 6.7% | -3.9% | -4.0% | 0.1% | 1.1 | -2.8% | / | 1.4%
Cc1ccc(N2C(=O)CC(N3CCN(S(=O)(=O)c4ccccc4)CC3)C2=O)c(C)c1 (centres undefined) | -4.9% | -0.9% | 26.4% | -6.7% | -4.5% | -0.3% | 6.5% | -4.0 | 0.3% | 16.9% | -2.7%
O=C(OCC(=O)N1CCN(C(=O)c2ccco2)CC1)c1ccccc1C(=O)c1ccc(Cl)cc1 | -3.4% | -9.7% | 3.3% | 3.5% | 5.6% | 13.5% | 7.0% | 1.0 | 6.4% | 0.8% | ?
CC1(C)NC(=O)N(CC(=O)N2CCN(c3cccc(C(F)(F)F)c3)CC2)C1=O | -1.4% | / | / | -1.5% | / | / | -1.5% | 6.9 | -6.3% | / | ?
Cc1cc(C)cc(NC(=O)Nc2ccc(-n3ccc(C(F)(F)F)n3)cc2)c1 | ? | -2.1% | 29.3% | -0.1% | -9.0% | -1.4% | -11.3% | -3.3 | 1.8% | / | ?
COC(=O)c1c(NC(=O)CN2CCN(c3ccccc3Cl)CC2)sc(C)c1C | 1.8% | -7.0% | -6.1% | 16.3% | -14.7% | 1.1% | -1.4% | -3.7 | -1.4% | -28.3% | ?
